Sm TGR block = qHTS Assay for the Inhibitors of Schistosoma Mansoni Peroxiredoxins | Schistosoma mansoni thioredoxin glutathione reductase (TGR), Q962Y6 | purified TGR, DTNB reduction, TNB absorbance 405 nm | Potency, µM (top dose mostly 114 µM), for inactives: top-dose activity change, negative = inhibition, actives largely listed as inhibitors | 3% of 360,000 active | AID 485364, 2010; further: potency means the concentration at half of the fitted maximal effect; nearly all actives have a fitted effect of over 60% in size
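First, TGR (20 nM dispensed) and NADPH were mixed with compound. Second, a 15 min room-temperature incubation followed. Third, further NADPH and then DTNB were added to start the reaction. Finally, TNB absorbance was monitored kinetically.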
AmpC inh detg = qHTS Inhibitors of AmpC Beta-Lactamase (assay with detergent); P00811; AmpC hydrolysis of nitrocefin, absorbance 480 nm, 0.01% Triton; Potency, µM (highest dose often 114 µM), without a hit: at the top dose activity change, negative = inhibition, actives largely listed as inhibitors; 0.041% of 370,000 active; AID 485294, 2010;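 further: potency means the concentration at half of the fitted maximal effect; 0% = no-compound wells and -100% = no-enzyme wells; nearly all actives have a fitted effect of over 25% in size; some results filed as inactive show a strong effect at the top dose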
Target sequence (P00811 whole entry, looked up): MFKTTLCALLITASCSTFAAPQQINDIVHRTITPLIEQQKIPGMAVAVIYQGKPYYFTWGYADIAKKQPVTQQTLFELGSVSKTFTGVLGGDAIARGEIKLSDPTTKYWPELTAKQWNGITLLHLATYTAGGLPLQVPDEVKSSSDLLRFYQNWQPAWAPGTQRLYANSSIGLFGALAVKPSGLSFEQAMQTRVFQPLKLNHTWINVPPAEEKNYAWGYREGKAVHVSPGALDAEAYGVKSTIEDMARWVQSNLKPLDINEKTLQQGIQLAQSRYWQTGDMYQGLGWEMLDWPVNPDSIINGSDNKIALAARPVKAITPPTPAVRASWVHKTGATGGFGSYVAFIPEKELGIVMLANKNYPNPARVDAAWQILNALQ
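20 mM phosphate pH 7.0 + 0.01% (detergent screen) or 0.0001% Triton X-100; 5.3 nM AmpC reagent; cpd preinc 15 min RT; nitrocefin (800 uM stock) to start; A480 q20 s × 4 min; Activity was normalised to no-enzyme and no-compound control wells.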
HCV inhibitor = qHTS Assay for Inhibitors of Hepatitis C Virus (HCV); Huh7.5.1 HCVcc-Cre infection, luciferase reporter, 44 h; Potency, µM (top dose mostly 41.8 µM), for the others: top-dose activity change, negative = inhibition, hits mostly inhibitors; 3.4% of 340,000 active; AID 651820, 2012; further: potency means the concentration at half of the fitted maximal effect
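Cells seeded at 1,000/well and cultured 4 h, then compounds added followed by HCVcc-Cre virus (~0.5 moi). After 44 h further culture, luciferase substrate was added, plates held 15 min at room temperature, and luminescence read for 15 sec.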
Giardia FBPA inh = qHTS Assay for Inhibitors of Fructose-1,6-bisphosphate Aldolase from Giardia Lamblia | purified Giardia FBPA | Potency, µM (top dose mostly 59.6 µM), for the others: top-dose activity, negative = inhibition, most hits filed as inhibitors | A8B2U2 | AID 2451, 2010 | 0.71% of 290,000 active; further: potency means the concentration at half of the fitted maximal effect; nearly all actives have a fitted effect of over 55% in size
Target sequence (A8B2U2 whole entry, looked up): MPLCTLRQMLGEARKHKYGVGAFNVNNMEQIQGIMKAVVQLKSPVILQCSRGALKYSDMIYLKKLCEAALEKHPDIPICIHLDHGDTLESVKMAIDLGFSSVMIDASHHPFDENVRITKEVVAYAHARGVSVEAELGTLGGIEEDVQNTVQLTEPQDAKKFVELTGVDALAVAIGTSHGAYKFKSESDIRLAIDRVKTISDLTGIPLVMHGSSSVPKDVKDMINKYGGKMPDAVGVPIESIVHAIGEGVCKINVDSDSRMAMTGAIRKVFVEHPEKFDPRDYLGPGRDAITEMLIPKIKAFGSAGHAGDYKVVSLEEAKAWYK
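40 nM FBPA preincubated 10 min at RT with compound (up to 57.5 uM final), then substrate plus GAPDH/TPI/NAD/arsenate coupling and diaphorase/resazurin added. Fluorescence read after 20 min at RT, 525/598 nm.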
AMA1 RON2 block = qHTS for Inhibitors of AMA1-RON; Towards Development of Antimalarial Drug Lead: Primary Screen; Plasmodium falciparum AMA1 (3D7) - RON2 peptide interaction; AlphaScreen AMA1-biotinylated RON2 peptide binding; Potency, µM (titrated, usually from 58.2 µM), for inactives: top-dose activity change, negative = inhibition, usual class: inhibitors; 0.2% of 360,000 active; AID 720542, 2013;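 further: potency means the concentration at half of the fitted maximal effect; 0% = vehicle wells and -100% = peptide control; nearly all actives have a fitted effect of over 45% in size; some results filed as inactive show a strong effect at the top dose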
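AMA1 (3D7) with his tag at 25 nM final met compounds first, then biotinylated RON2 peptide at 25 nM; detection used donor plus acceptor beads, 10 µg/mL apiece, read by AlphaScreen after 30 min at room temperature.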
HCMV inh = qHTS Assay for inhibitors of the human cytomegalovirus (HCMV) | AID 1259415, 2018 | HFF cells, HCMV-luciferase reporter, 72 h; hits give low values | activity change, negative = inhibition, % at 57.5 µM | 4.5% of 410,000 active; in the data active means activity change below about -60%; inconclusive means no clear call, values can overlap the other calls; inactive means above about -39%
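Steps: HFFs plated, 16 h 37C; compounds added; HCMV-luciferase added to MOI 1 PFU/cell; 72 h 37C; OneGlo reagent, 5 min room temperature; luminescence read, normalized to controls.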
* hit, by the source's call; ? = inconclusive; nt = no result given; & = joins results of further samples; [ ] = another dose, or the depositor's remark. Unless noted, the call rests on the fitted dose curve; in most records, active means well fitted curve in the direction sought with a large enough effect; inconclusive means small, poorly fitted or top-dose-only effect, or another doubt; inactive means no such curve, though single readings can be large; an effect the other way counts as inactive or inconclusive. Unless noted, on the % scale 0 is the no-effect control and ±100 the full control effect.

SMILES | Sm TGR block | AmpC inh detg | HCV inhibitor | Giardia FBPA inh | AMA1 RON2 block | HCMV inh
CC(=O)c1ccc(N(C(=O)c2ccco2)C(C(=O)NC2CCCC2)c2ccc(N3CCOCC3)cc2)cc1 (configuration not stated) | nt | 5% | 17% | 2% | 10% | 5
O=C1CC(N2CCC(c3nc4ccccc4o3)CC2)C(=O)N1c1ccc(Cl)c(C(F)(F)F)c1 (configuration not stated) | 14µM* | ? | 11% | -3% | -5% | -1
O=C(C1CC1)N1N=C(c2cccc(Br)c2)CC1(O)C(F)(F)F (configuration not stated) | 3% | -1% | -13% | 6% | -5% | -16
O=c1[nH]c2ccccc2c(=O)n1Cc1ccco1 | 1% | ? | 11% | 5% | -6% | -3
CC1CCCN(C(=O)c2ccc(NS(=O)(=O)c3cccc([N+](=O)[O-])c3)cc2)C1 (configuration not stated) | 3% | -15% | -19% | nt | 11% | -28
CCC1(CC)C(=O)NN(c2ccccc2)C1=O | 42%[activator] | -3% | -17% | 1% | 13% | 15
Cc1ccc(Cn2cnc3sc4c(c3c2=O)CCC4)c(C)c1 | -2% | 1% | ? | 6% | 0% | -17
CN1C(=O)N(CC(=O)Nc2cccc(S(=O)(=O)N(C)c3ccccc3)c2)C(=O)C12CCCCC2 | 1% | 0% | 4µM* | nt | -1% | -19
CCCCN(CC)CCNC(=O)c1cn(CCOC)c(=O)c2c1c1ccccc1n2C | -8%&-3% | -3%&17% | -6% | 9% | 2% | ?
CCOC(=O)N1CCC(NC(=O)c2cc(S(=O)(=O)N3CCc4ccccc43)cn2C)CC1 | -1% | ? | 3% | 1% | -5% | -12
CC12CC(NC(=O)N1c1cccc(C(=O)N3CCN(c4ccccn4)CC3)c1)c1ccccc1O2 (configuration not stated) | -9% | 1% | 14% | 3% | 9% | -27
Cc1ccc(SCCC(=O)N2CCOCC2)cc1 | -20% | -12% | 13% | -1% | 1% | -27
Cc1ccc(S(=O)(=O)N(CC(=O)N2CCc3ccccc3C2)c2cccc(Cl)c2)cc1 | 5% | -11% | ? | -3% | 4% | -29
O=C(O)Cn1cnc2c(oc3ccccc32)c1=O | 8% | 4% | 4% | 6% | -5% | 2
CC12CCC(=O)C=C1CCC1C2CCC2(C)C(O)(C(=O)CO)CCC12O (configuration not stated) | nt | nt | 24% | nt | 13% | -65*
CN(c1ccc(C(=O)Nc2ccc(S(=O)(=O)N3CCCC3)cc2)cc1)S(C)(=O)=O | -1% | 0% | 5µM* | -1% | 2% | -98*
CC(=O)CCc1oc2ccc([N+](=O)[O-])cc2c1-c1ccc(C)o1 | 20µM* | -7% | -8% | -5% | 0% | -37
CCn1c(SC)nnc1-c1nn(-c2ccccc2)ccc1=O | -4% | ? | 18% | 1% | -8% | -22
COc1ccc(NC(=O)c2sc3nc(-c4cc5cccc(OC)c5oc4=O)[nH]c(=O)c3c2C)cc1 | 0% | -1% | nt | nt | nt | -14
Cc1ccccc1NS(=O)(=O)c1cccc2nonc12 | -23% | 2% | 8% | nt | 1% | 85
CCCOc1ccc2c(CC)cc(=O)oc2c1C | 1% | -1% | ? | 7% | 2% | -3
CC1CCCN(C(=O)Cn2nnc(-c3ccc([N+](=O)[O-])cc3)n2)C1 (configuration not stated) | 0% | -9% | nt | -4% | nt | 5
COc1ccc(-n2c(=O)c3sc4ccccc4c3n(CC(=O)NCc3ccccc3)c2=O)cc1 | ? | 8% | nt | nt | nt | -105*
Cc1ccc(NC(=O)C2CCN(S(=O)(=O)c3cccc4nonc34)CC2)nc1 | -17% | ? | -4% | -4% | -2% | 23
O=C1c2ccccc2C(Nc2ccc(Cl)cn2)N1c1ccccn1 (configuration not stated) | -5% | -1% | -17% | -7% | 0% | ?
Cc1ccc(OCc2ccc(C(=O)Nc3c(C)nn(Cc4c(F)c(F)c(F)c(F)c4F)c3C)o2)c([N+](=O)[O-])c1 | -6% | ? | 16µM* | 6% | -11% | -39
COCCNC(=O)c1onc(CSc2ccc(Cl)cc2)c1C(=O)O | 0% | -7% | 34%[activator] | 10% | -3% | -9
O=C(Nc1ccc(S(=O)(=O)NCC2CCCO2)cc1)c1ccc(F)cc1 (configuration not stated) | -7% | -7% | ? | 6% | 14% | -72*
CCOC(=O)C1=C(O)/C(=C\c2ccc(OC)c(OC)c2)N=C1C | ? | 2% | -1% | -18% | ? | -33
COc1cccc(NC(=O)c2oc3ccccc3c2NC(=O)C(C)(C)C)c1 | 1% | -5% | 8.9µM* | -9% | 5% | ?
CC(=O)c1cccc(S(=O)(=O)Nc2cc(C(F)(F)F)ccc2N2CCOCC2)c1 | -13% | 2% | -2% | nt | 16% | 0
O=C(CCNS(=O)(=O)c1ccc(Br)s1)Nc1ccc(Br)cc1 | -20% | 12% | nt | nt | nt | -16
O=C(CCNC(=O)c1ccc(Cl)cc1)Nc1ccncc1 | -3% | -14% | 3% | nt | -6% | -31
Cc1c(C(=O)NNC(=S)NCc2ccc(Cl)cc2)oc2ccccc12 | 7% | 10% | -6% | nt | 25% | ?
COc1ccc(-c2noc(C3CCCN(S(=O)(=O)c4cccc(Cl)c4)C3)n2)cc1OC (configuration not stated) | -24% | ? | -27% | 0% | -9% | 42
CC(C)C[C@H](NC(=O)c1[nH]cnc1C(=O)N[C@@H](C)C(=O)OCc1ccccc1)C(=O)OCc1ccccc1 | nt | nt | -10% | nt | 168%[activator] | 5
CN(C)CCCNC(=O)C(=O)Nc1cc2c3c(c1)CCC(=O)N3CCC2 | -15% | 8% | 22% | 11% | -8% | 54
CSCCC(NC(=O)c1ccc(Cl)cc1)C(=O)NC(C)(C)C (configuration not stated) | 0% | -7% | -2% | 4% | 6% | 6
COc1ccc(OC)c(N2C(=O)C(Cl)=C(N3CCOCC3)C2=O)c1 | -23% | ? | 4% | 4% | 10% | -10
CC(C)(C)c1ccc(-c2nc(N)nc(N)n2)cc1 | 18% | -7% | 13% | 2% | -6% | 56
CCOc1ccccc1NC(=O)c1c(NC(=O)c2cccc(C)c2)sc2c1CCCC2 | ? | 12% | nt | nt | nt | -85*
COc1ccc(S(=O)(=O)N2CCC3CC2c2cc(N4CCOCC4)ccc23)cc1 (configuration not stated) | nt | nt | 5%[8.37 µM] | nt | -21% | -7
O=C(c1ccc2c(=O)n(Cc3ccc4c(c3)OCO4)c(=O)[nH]c2c1)N1CCN(c2ccccc2)CC1 | 2% | -1% | 16% | nt | 7% | -14
C=CCN=C1SCC(=O)N1S(=O)(=O)c1ccc(C)cc1 | 1% | ? | 3% | -1% | 8% | 23
CCOc1ccc(-c2oc3cc(Cl)ccc3c(=O)c2O)cc1OC | -2% | 5% | nt | nt | nt | -12
NC(=O)c1c(NC(=O)COC(=O)CSc2nnc(-c3ccc(Cl)cc3)o2)sc2c1CCC2 | ? | -1% | 13%&22% | 1% | 23% | 5
C=CCn1c(NCCOC)nc2c1c(=O)n(C)c(=O)n2C | 6% | -12% | 14% | -8% | -9% | 51
Cc1cccc(NC(=S)NCc2ccco2)n1 | -30% | 4% | -17% | 2% | -1% | ?
Cc1nc2cc(C)c(C)cc2s1 | 1% | 2% | 0% | 1% | -19% | 11
O=C(NCCO)C(=O)Nc1c2c(nn1-c1ccc(F)cc1)CSC2 | -20% | 4% | nt | nt | nt | 2
COc1ccc(/C=C(/NC(=O)c2cccs2)C(=O)N2CCOCC2)cc1OC | -13% | -10% | -13% | -7% | 1%[2.32 µM] | 1
Clc1cccc(-c2nc(NCc3cccnc3)c3ccccc3n2)c1 | 1% | 0% | 2.8µM* | 0% | -3% | -26
Cc1ccc(NC(=O)CN2CCOCC2)c(Br)c1 | -1% | -14% | 2% | -5% | 8% | 18
CCCCN1C(=O)CC(C(=O)O)C1c1ccc(OC)cc1 (configuration not stated) | 0% | -3% | 15% | -1% | -1% | 6
O=S(=O)(Nc1ccc(F)c(C(F)(F)F)c1)c1ccc(N2CCCCS2(=O)=O)cc1 | 9% | 21% | nt | nt | nt | -38
Cc1noc(NS(=O)(=O)c2ccc(N/C=C/C(=O)c3ccc(F)cc3)cc2)c1C | -20% | -3% | 6% | 18% | 0% | -13
CCCCOc1ccc(C(=O)Nc2ccc3c(c2)OCO3)cc1 | 10% | -12% | -20% | 1% | -9% | -36
Cc1cccc(Cn2c(Cc3ccccc3)nc3ccccc32)c1 | 0%&5% | 1%&5% | 24% | 19% | 5% | -3&-10
Cc1cc(C(=O)COC(=O)c2cccnc2Cl)c(C)n1CC1CCCO1 (configuration not stated) | 2% | -3% | ? | 0% | -12% | 8
CSc1ncccc1C(=O)OCC(=O)NC(=O)NCCC(C)C | 0% | 0% | 25% | 0% | -10% | 23

Entries of single compounds, looked up by structure.
`CCCCN(CC)CCNC(=O)c1cn(CCOC)c(=O)c2c1c1ccccc1n2C` in the list: Sm TGR block: -8%&-3%; AmpC inh detg: -3%&17%; HCV inhibitor: -6%; Giardia FBPA inh: 9%; AMA1 RON2 block: 2%; HCMV inh: ?
`Cc1ccc(NC(=O)CN2CCOCC2)c(Br)c1` in the list: Sm TGR block: -1%; AmpC inh detg: -14%; HCV inhibitor: 2%; Giardia FBPA inh: -5%; AMA1 RON2 block: 8%; HCMV inh: 18

Only Giardia FBPA inh, for some of the entries so far:
canonical_smiles | Giardia FBPA inh
Cc1noc(NS(=O)(=O)c2ccc(N/C=C/C(=O)c3ccc(F)cc3)cc2)c1C | 18%
CCCCOc1ccc(C(=O)Nc2ccc3c(c2)OCO3)cc1 | 1%
Cc1cccc(Cn2c(Cc3ccccc3)nc3ccccc32)c1 | 19%
Cc1cc(C(=O)COC(=O)c2cccnc2Cl)c(C)n1CC1CCCO1 (configuration not stated) | 0%
CSc1ncccc1C(=O)OCC(=O)NC(=O)NCCC(C)C | 0%

Carrying on.
SMILES | Sm TGR block | AmpC inh detg | HCV inhibitor | Giardia FBPA inh | AMA1 RON2 block | HCMV inh
CCN(CC)C(=O)CSc1nc(Cc2ccccc2)nc2ccccc12 | 5% | 5% | ? | 0% | -4% | -37
CCn1cc(C(=O)NCC2CCCO2)c2cc(OC)c(OC)cc2c1=O (configuration not stated) | 14% | ? | 10% | -3% | 9% | 7
COc1ccccc1C(=O)N/N=C/c1ccc2c(c1)OCO2 | -15% | -9% | 3% | 4% | -4% | 91
CCOc1ccccc1NC(=O)CCNS(=O)(=O)c1ccccc1 | 3% | 2% | -8% | 1% | 2% | 2
COc1ccc(Cl)cc1NC(=O)COC(=O)CCNC(C)=O | 5% | ? | ? | 0% | ? | -12
Oc1ccc2cccnc2c1 | 5% | -12% | 17% | -1% | 8% | 21
O=C(CN1CCN(S(=O)(=O)c2ccccc2)CC1)Nc1ccc(N2CCOCC2)cc1 | -17% | -9% | 4% | -9% | -8% | -36
N#Cc1nc(-c2ccccc2F)oc1N1CCCC1 | 5% | -1% | ? | 1% | -9% | -8
COC(=O)[C@H](CC(C)C)NC(=O)Nc1ccccc1F | 4% | -4% | 3% | 0% | -9% | 122
CCN(CC)c1ccc(C(=S)NC2CCCCC2)cc1 | 14% | 3% | ? | 1% | ? | ?

Source: PubChem BioAssay (National Center for Advancing Translational Sciences (NCATS))
